# Assay outcomes (PubChem)
# Pf growth 48h = Primary qHTS for delayed death inhibitors of the malarial parasite plastid, 48 hour incubation; P. falciparum luciferase growth in erythrocytes, 48 h; Potency, µM (highest dose often 28.7 µM), inactives show at the highest dose activity change, negative = inhibition, usual class: inhibitors; actives 5.9% (n = 310,000)
#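 Compounds are pin-transferred into medium, infected erythrocytes (2% hematocrit, 0.1% parasitemia final) are added, and plates sit one parasite generation at 37 C in 5% CO2. Detection reagent is then added and luminescence measured.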
# Sm TGR inh = qHTS Assay for the Inhibitors of Schistosoma Mansoni Peroxiredoxins; Schistosoma mansoni thioredoxin glutathione reductase (TGR), Q962Y6; actives 3% (n = 360,000); AID 485364, 2010; purified TGR, DTNB reduction, TNB absorbance 405 nm; Potency, µM (titrated, usually from 114 µM), without a hit: top-dose activity change, negative = inhibition, most hits filed as inhibitors; further: nearly all actives have a fitted effect of over 60% in size
#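 Kinetic colorimetric format: TGR-catalysed, NADPH-driven DTNB reduction monitored via TNB absorbance. Enzyme dispensed at 20 nM; compound exposure 15 min at room temperature before reaction start.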
# LmPK inhibitor = qHTS Assay for Inhibitors of Leishmania Mexicana Pyruvate Kinase (LmPK). actives 0.37% (n = 290,000). purified LmPK, Kinase-Glo ATP luminescence, 1 h. Potency, µM (top dose mostly 57.5 µM), inactives show at the highest dose activity change, negative = inhibition, hits mostly inhibitors. Q27686. AID 1721, 2009
# Target sequence (Q27686 whole entry, looked up): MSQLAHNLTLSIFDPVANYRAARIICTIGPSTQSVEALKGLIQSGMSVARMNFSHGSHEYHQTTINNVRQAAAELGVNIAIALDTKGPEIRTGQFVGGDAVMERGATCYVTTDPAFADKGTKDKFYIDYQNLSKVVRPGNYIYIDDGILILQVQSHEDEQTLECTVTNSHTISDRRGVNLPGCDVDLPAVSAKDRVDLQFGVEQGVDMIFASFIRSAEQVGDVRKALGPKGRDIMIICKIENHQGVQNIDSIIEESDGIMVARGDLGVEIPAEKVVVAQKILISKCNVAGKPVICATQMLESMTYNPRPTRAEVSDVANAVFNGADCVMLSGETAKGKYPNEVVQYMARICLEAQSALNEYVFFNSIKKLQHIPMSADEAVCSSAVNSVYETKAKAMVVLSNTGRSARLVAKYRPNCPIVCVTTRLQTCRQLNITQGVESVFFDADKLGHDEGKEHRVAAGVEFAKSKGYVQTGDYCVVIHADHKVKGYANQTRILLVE
#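 Screened at intermediate enzyme activity to detect both inhibitors and activators: LmPK at 0.1 nM, with a 0.5 nM enzyme column as activation reference. PEP 0.5 mM, ADP 0.1 mM; ATP detected by luminescence after 1 h.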
# TbPYK inhibitor = qHTS of Trypanosoma Brucei Inhibitors; Potency, µM (top dose mostly 76.8 µM), for the others: at the highest dose activity, negative = inhibition, hits mostly inhibitors; TbPYK enzyme, Kinase-Glo Plus ATP luminescence, 45 min; actives 0.12% (n = 410,000); pyruvate kinase (Trypanosoma brucei), Q57TT1; further: nearly all actives have a fitted effect of over 50% in size
#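 T. brucei PYK with substrate was exposed to pin-transferred compounds across a concentration series, then started with 130 uM ADP (final). After 45 min at room temperature, Kinase-Glo Plus luminescence was read, normalized and curve-fitted.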
# Pf growth 96h = Primary qHTS for delayed death inhibitors of the malarial parasite plastid, 96 hour incubation; Potency, µM (top dose mostly 28.7 µM), without a hit: at the top dose activity change, negative = inhibition, hits mostly inhibitors; actives 6.9% (n = 320,000); AID 504834, 2011; P. falciparum luciferase reporter growth, 96 h
#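 Infected RBCs, 2% Hct / 0.05% parasitemia final; luciferase-reporter P. falciparum; cpd 96 h, 37 C, 5% CO2; luciferase detection reagent; luminescence.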
# HCV inh = qHTS Assay for Inhibitors of Hepatitis C Virus (HCV); Huh7.5.1 HCVcc-Cre infection, luciferase reporter, 44 h; Potency, µM (top dose mostly 41.8 µM), without a hit: at the highest dose activity change, negative = inhibition, usual class: inhibitors; actives 3.4% (n = 340,000); AID 651820, 2012
#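 Luciferase read-out (15 sec integration) after a 15 min room-temperature substrate step quantifies HCVcc-Cre infection. Cells, 1,000 per well, had compound added 4 h post-plating, then virus at ~0.5 moi, and were cultured 44 h.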
# Starred values were filed as active, the others as inactive; u = inconclusive; x = no result given; & = joins results of further samples; [ ] = remark or other dose. The call rests on the fitted dose curve; in most records, active means well fitted curve in the direction sought with a large enough effect; inconclusive means small, poorly fitted or top-dose-only effect, or another doubt; inactive means no such curve, though single readings can be large; an effect the other way counts as inactive or inconclusive. On the % scale 0 is the no-effect control and ±100 the full control effect; potency means the concentration at half of the fitted maximal effect.
SMILES,Pf growth 48h,Sm TGR inh,LmPK inhibitor,TbPYK inhibitor,Pf growth 96h,HCV inh
CC(=O)Nc1ccc(NC(=O)Cn2cc3c(n2)CCCC3)cc1,-1%,7%,-6%,-5%,u,3%
Cc1cc(=O)oc2cc(OCC3CC(c4ccc(N(C)C)cc4)=NO3)ccc12 (stereo not given),12%,2%,1%,2%,12%,-22%
O=C(c1n[nH]c2c1CCC2)N1CCCC(Nc2cccc(F)c2)C1 (stereo not given),11%,4%,0%,0%,46%[activator],20%
Brc1ccc(-c2cn3c(n2)CCc2ccc4cccnc4c2-3)cc1,u,-6%,1%,14%,u,-10%
CCC(=O)N(Cc1cc2cc(C)c(C)cc2[nH]c1=O)C1CCCCC1,u,-27%,1%,-6%,52%[activator],-15%
CC(=O)NC(NC(=S)Nc1ccc(N=Nc2ccccc2)cc1)C(Cl)(Cl)Cl (stereo not given),12µM*,9%,3%,-1%,183%[activator],7.1µM*
CCOC(=O)CC(=O)Nc1ccccc1C(=O)O,25%,4%,0%,-8%,83%[activator],-4%
CCOc1ccc2nc(SCC(=O)Nc3cc4c(cc3C(C)=O)OCO4)[nH]c2c1,-17%,-2%,2%,-4%,13µM*,u
Cc1cc(C)n2ncc(C(=O)NCCc3ccccc3)c2n1,4%,-14%,-5%,4%,23%,u
O=C(CC1NCCC[C@H]1O)Cn1cnc2cc(Br)c(Cl)cc2c1=O (stereo not given in full),0.6µM*,x,x,3%,u,x
COC(=O)c1ccc[n+](CC(=O)Nc2ccc(OC(F)F)cc2)c1,-9%,-19%,6%,-6%,18%,-2%
Cc1cnc(NC(=O)CSc2nnc(COc3ccccc3)o2)s1,9%,-13%,2%,0%,17%,14%
O=C(O)c1cc(O)ccc1NC(=O)C1CCCO1 (stereo not given),0%,-1%,-6%,2%,0%,13%
BrC(=C\c1ccccc1)/C=N/N1CCN(c2ccccc2)CC1,30%,-19%,-13%,-1%,22%,-15%
COc1cc([N+](=O)[O-])ccc1NC(=O)CC(C)C,8%,4%,-6%,-2%,5%,u
CCN(CC(=O)Nc1ccc(NC(C)=O)cc1)C(=O)CSCc1c(C)noc1C,0%,3%,x,-5%,32%[activator],3%
O=C(Nc1cccc(C(=O)NC2CC2)c1)c1ccc(F)c(S(=O)(=O)N2CCOCC2)c1,u,2%,x,0%,u,u
COc1ccc(N=Cc2c(O)[nH]c3ccccc23)cc1OC,-54%,4%,-3%,-7%,u,u
Cc1[nH]c2ccccc2c1/C=N/Nc1ccc([N+](=O)[O-])cc1S(=O)(=O)Nc1ccc(Cl)cc1,-6%,-11%,-10%,2%,x,10%
CC1=C(C(=O)Nc2ccccc2C)C2(CCCCC2)C(C(N)=O)C(=S)N1 (stereo not given),11%,2%,5%,-4%,-2%,3%
O=C(c1ccco1)n1nc(-c2ccco2)nc1SCc1ccccc1,x,-5%,4%,4%,-18%,17%
COc1ccc(/C=C2\SC(=O)N(CC(=O)Nc3ccc(O)cc3)C2=O)cc1OC,21%,-5%,-2%,2%,46%[activator],-1%
CCOC(=O)c1cccc(NC(=O)C2(S(=O)(=O)c3ccc(Cl)cc3)CC2)c1,-14%,-14%,-6%,-10%,225%[activator],-23%
CC1(C)CC(=O)C2=C(C1)N(c1ccc(Cl)cc1)C(=O)C2(O)C(F)(F)F (stereo not given),4%,-18%,0%,0%,-9%,-8%
CC(C)N1CCC(=NNC(=O)c2cccs2)CC1,17%,-1%,-12%,0%,23%,8%
Cc1cc(C)cc(C(=O)NCC(=O)OCC(=O)c2c(N)n(C)c(=O)n(C)c2=O)c1,-8%,-5%,x,3%,2%,-4%
C(=C\c1cccc2ccccc12)/c1nnc(-c2cccs2)o1,4%,0%,-3%,-4%,101%[activator],-1%
COc1ccc(-n2nc(C(=O)NCC(=O)NC(C)C)c3ccccc3c2=O)cc1OC,x,-7%,-9%,-3%,14%,11%
CC#CC[N+](C)(C)CCCCCCCCCC,0.74µM*,5%,-1%,0%,u,u
CC12CC3CC(C)(C1)CC(C(=O)N1CCN(C(=O)c4ccco4)CC1)(C3)C2,17%,u,-1%,0%,-19%,5%
CCOc1ccccc1NC(=O)CSc1nnc(-c2ccccn2)n1Cc1ccco1,u,u,-2%,-6%,3.7µM*,u
CC1=C(C(=O)OCc2ccccc2)C(c2ccc(-c3ccccc3)cc2)NC(=O)N1CCCCCC(=O)O (stereo not given),-24%,-14%,3%,2%,u,7%[8.37 µM]
COC(=O)c1ccccc1NC(=O)CSc1nnc(C(CO)NC(=O)c2ccccc2)n1C (stereo not given),0%,1%,1%,-1%,x,-2%
N#C/C(=C\c1ccc(O)cc1)C(=O)N1CCCC1,-15%,0%,-7%,-3%,-25%,6%
COCCn1c(SCCCc2ccccc2)nc2c1c(=O)[nH]c(=O)n2C,u,-5%,0%,-2%,-7%,-28%
CC(C)c1ccc(C(=O)NCCCN(C)C)cc1,0%,-5%,1%,-12%,16%,11%
S=C1Cc2ccccc2C(c2ccc(Cl)cc2)N1 (stereo not given),x,-7%,-1%,16%,-11%,-10%
NC(Cc1ccc(Oc2ccc(O)cc2)cc1)C(=O)O (stereo not given),-7%,-4%,6%,x,-2%,-7%[8.37 µM]
COc1ccc(NC(=O)C2CCN(C(=O)c3ccc(OC)cc3)CC2)cc1,x,0%,-13%,u,u,4%
C=C1/C(=C\C=C2/CCC[C@]3(C)[C@@H]([C@H](C)/C=C/[C@@H](O)C4CC4)CC[C@@H]23)C[C@@H](O)C[C@@H]1O,-38%,x,x,-9%,13%,x
CC1(C)CC2CC(C)(CN2C(=O)COC(=O)c2cc(Cl)cc(Cl)c2N)C1 (stereo not given),x,5%,6%,-5%,-30%,u
COc1ccc(N2C(=O)C(F)(F)C2c2ccc(C)cc2)cc1OC (stereo not given),-3%,11%,-3%,5%,-3%,-5%
COc1ccc(CNC(=O)COC(=O)CN2C(=O)COc3ccccc32)cc1,9%,5%,x,-17%,u,-3%
CCc1nnc(NC(=O)CSc2nnc(-c3ccccc3O)n2-c2ccc(C)cc2C)s1,u,-8%,5%,-1%,5%,u
O=C1CC(=O)C(n2cncn2)C(c2ccc(Cl)cc2Cl)C1 (stereo not given),7%,-13%,7%,8%,11%,9%
CCCc1cc(=O)[nH]c(SCC(=O)c2cc(C)n(C(C)COC)c2C)n1 (stereo not given),-14%,-15%,-2%,-20%,-27%,8%
Cc1ccc(NC(=O)c2sc3nc(C)nc(N4CCN(c5ccccn5)CC4)c3c2C)c(C)c1,u,1%,2%,-5%,22%,3%
COC(=O)c1c(C)[nH]c(C(=O)C(C)OC(=O)C2=NNC(=O)CC2)c1C (stereo not given),4%,-7%,3%,7%,5%,u

# Copied from the listing (three entries):
SMILES,Pf growth 48h,Sm TGR inh,LmPK inhibitor,TbPYK inhibitor,Pf growth 96h,HCV inh
COc1ccc(CNC(=O)COC(=O)CN2C(=O)COc3ccccc32)cc1,9%,5%,x,-17%,u,-3%
CCc1nnc(NC(=O)CSc2nnc(-c3ccccc3O)n2-c2ccc(C)cc2C)s1,u,-8%,5%,-1%,5%,u
O=C1CC(=O)C(n2cncn2)C(c2ccc(Cl)cc2Cl)C1 (stereo not given),7%,-13%,7%,8%,11%,9%

# (next part)
SMILES,Pf growth 48h,Sm TGR inh,LmPK inhibitor,TbPYK inhibitor,Pf growth 96h,HCV inh
CC1(c2nnc(-c3ccc(Cl)cc3)o2)CC(c2ccncc2)=NO1 (stereo not given),21%,3%,3%,-2%,31%[activator],6%[8.37 µM]
Cc1cc(C)n(-c2cccc(CN(C)Cc3nc(-c4cnccn4)no3)c2)n1,-4%,4%,9%,2%,27%,-12%
Cc1ccccc1Nc1nc(N)nc(CCl)n1,u,u,-5%,0%,5.2µM*,1.3µM*
CCCN1C(=O)/C(=C/c2cc(C)n(C)c2C)SC1=Nc1ccc(OC)cc1,u,-24%,1%,2%,13µM*,u
CNC(=O)CSc1nnc(-c2ccco2)n1-c1ccccc1OC,16%,79µM*,7%,-5%,u,-4%
Oc1cccc(C(=S)N2CCN(Cc3ccccc3)CC2)c1,-6%,4%,4%,-19%,x,5%
Cc1ccccc1C1C2=C(Nc3[nH]n(-c4ccccc4)c(=O)c31)c1ccccc1C2=O (stereo not given),u,-11%,-9%,x,u,1%
CCn1c(SCc2nc3ccccc3c(=O)[nH]2)nnc1-c1cccnc1,7%,3%,2%,0%,3%,13%&-1%
COc1cccc(CNC(=O)Cn2ccc3cc(S(=O)(=O)N4CCCC4)ccc32)c1,u,u,3%,-9%&0%,21%,-28%
COC(=O)c1ccc(OC(=O)c2ccccn2)cc1,-1%,1%,-16%,-4%,x,-4%
CCN1CCN(C(CNS(=O)(=O)c2ccc(Cl)cc2)c2ccccc2)CC1 (stereo not given),-17%,-10%,-7%,-3%,u,u
Oc1ccc(C[C@H]2NCCc3cc(O)c(O)cc32)cc1O,u,18µM*,u,11%,u,22%
Cc1cc(C)cc(NC(=S)N=Nc2c(O)n(C)c3ccc(S(=O)(=O)N4CCOCC4)cc23)c1,2.1µM*,41%[activator],4%,-4%,u,u

# Record cards, as listed above. Order of screens: Pf growth 48h	Sm TGR inh	LmPK inhibitor	TbPYK inhibitor	Pf growth 96h	HCV inh
# Oc1cccc(C(=S)N2CCN(Cc3ccccc3)CC2)c1 reads -6%	4%	4%	-19%	x	5%
# CC1(c2nnc(-c3ccc(Cl)cc3)o2)CC(c2ccncc2)=NO1 (stereo not given) reads 21%	3%	3%	-2%	31%[activator]	6%[8.37 µM]
# Cc1ccccc1Nc1nc(N)nc(CCl)n1 reads u	u	-5%	0%	5.2µM*	1.3µM*
# COc1cccc(CNC(=O)Cn2ccc3cc(S(=O)(=O)N4CCCC4)ccc32)c1 reads u	u	3%	-9%&0%	21%	-28%
# CNC(=O)CSc1nnc(-c2ccco2)n1-c1ccccc1OC reads 16%	79µM*	7%	-5%	u	-4%
